Screening results: PubChem BioAssay, several laboratories
GSK3B inh – human GSK3beta kinase inhibition; P49841; GST-GSK3beta kinase, ADP-Glo luminescence, 60 min; active compounds read low; activity score (negative = inhibition), % at 10 µM; 300,000 tested, 0.038% active; AID 2097;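 active means more than half of replicate wells score below -50%, meaning over 50% inhibition versus plate controls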;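 further: 0% = median DMSO wells and -100% = median GW8510 positive control wells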
Target sequence (P49841 whole entry, looked up): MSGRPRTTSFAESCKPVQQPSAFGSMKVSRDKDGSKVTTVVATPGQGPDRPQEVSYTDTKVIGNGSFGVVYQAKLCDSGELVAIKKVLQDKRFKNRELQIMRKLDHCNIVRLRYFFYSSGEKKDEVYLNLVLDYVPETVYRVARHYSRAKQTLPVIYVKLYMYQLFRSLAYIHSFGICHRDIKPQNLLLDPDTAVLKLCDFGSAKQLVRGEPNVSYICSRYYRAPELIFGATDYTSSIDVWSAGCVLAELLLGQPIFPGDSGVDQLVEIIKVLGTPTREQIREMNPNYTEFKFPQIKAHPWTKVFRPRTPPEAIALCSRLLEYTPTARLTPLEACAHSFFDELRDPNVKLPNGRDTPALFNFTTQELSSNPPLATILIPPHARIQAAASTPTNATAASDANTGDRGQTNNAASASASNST
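Test system: GST-fused GSK3beta enzyme, cell-free | Quantity: 1.6 ng GST-GSK3beta enzyme per well | Reagent: 25 µM ATP with peptide substrate | Schedule: 60 min enzyme reaction, room temperature | Signal: Luminescent ADP-Glo measurement of ADP formed | Read-out basis: Score relative to plate controls | Control set: DMSO and 20 µM GW8510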
DYRK1A inh – blocks rat Dyrk1A kinase activity; AID 504441; Q63470; ADP-Glo luminescence, NFATc1 peptide; inhibition, % at 12.5 µM; 310,000 tested, 0.43% active; in the data active means inhibition above about 50%;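 further: plate controls were vehicle with enzyme for no effect and no enzyme for full effect; many of its hits are not listed in these tables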
HSF-1 act – increases HSF-1 driven luciferase reporter signal; NIH3T3-HGL HSF-1 luciferase reporter, MG132, 8 h; 100% = twice DMSO control signal; activation, % at 9 µM; 300,000 tested, 1.7% active;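 active means mean replicate activation of at least 50% with a set share of replicates each reaching 50%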;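 further: 0% = median of the neutral control wells and 100% = twice that signal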
Platelet DG rel – platelet dense granule release activity | human platelet-rich plasma, SFLLRN dense granule ATP release, luminescence | inhibition, %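 (compounds screened at 7.5 µM in platelet-rich plasma)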 | 300,000 tested, 0.22% active;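 active means mean replicate score, as percent of positive control, at or above 50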
HSP90 refold inh – HSP90 refolding inhibition in rabbit reticulocyte lysate; luciferase refolding luminescence, 3 h; inhibition, % at 5.6 µM; 290,000 tested, 0.91% active;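 active means inhibition above the screen-wide mean plus 3 SD, computed separately per campaign, cut at about 16% in these data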;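 further: 0% = DMSO wells and 100% = 60 µM geldanamycin wells; inhibitors lower the luminescence because luciferase stays unfolded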
HSF1 inh – HSF1 inhibition | NIH3T3-HGL HSE-luciferase, MG132-induced, luminescence 8 h; active compounds read low | activity change, negative = inhibition, % at 7.5 µM (by protocol) | 300,000 tested, 0.77% active | AID 2098;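 active means more than half of replicate wells show activity change below -50%, luminescence cut by over half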;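 further: luciferase reports HSF-1 transcriptional activity via heat shock element; 0% = median of DMSO wells and -100% = zero luminescence signal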
IEC-6 cytotox – IEC-6 cytotoxicity, counter-screen for KLF5 inhibitors. luminescence viability. inhibition, % at 5 µM. 290,000 tested, 0.78% active. AID 1825; in the data active means inhibition above about 22%;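 further: 0% = plate median of test compound wells and 100% = cytotoxic reference compound wells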
KLF5 inh – inhibitors of KLF5 expression | DLD-1 KLF5 promoter-luciferase reporter, luminescence | inhibition, % at 5 µM | 290,000 tested, 0.23% active | AID 1700;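 active means inhibition above a per-plate limit of that plate's mean compound inhibition plus 3 SD, cut at about 60% in these data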;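 further: 0% = DMSO wells and 100% = LY294002 at 200 µM; higher means less KLF5 promoter-driven luciferase light; inactives centre near -14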
GSK3A inh – blocks human GSK-3 alpha kinase; P49840; ADP-Glo luminescence, 60 min; inhibition, % at 10 µM; 320,000 tested, 0.1% active; AID 2650;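 in the data active means inhibition above about 50%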;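 further: GST-tagged GSK-3 alpha with peptide substrate and 25 µM ATP; 0% = DMSO neutral wells and 100% = GW8510 positive control wells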
Target sequence (P49840 whole entry, looked up): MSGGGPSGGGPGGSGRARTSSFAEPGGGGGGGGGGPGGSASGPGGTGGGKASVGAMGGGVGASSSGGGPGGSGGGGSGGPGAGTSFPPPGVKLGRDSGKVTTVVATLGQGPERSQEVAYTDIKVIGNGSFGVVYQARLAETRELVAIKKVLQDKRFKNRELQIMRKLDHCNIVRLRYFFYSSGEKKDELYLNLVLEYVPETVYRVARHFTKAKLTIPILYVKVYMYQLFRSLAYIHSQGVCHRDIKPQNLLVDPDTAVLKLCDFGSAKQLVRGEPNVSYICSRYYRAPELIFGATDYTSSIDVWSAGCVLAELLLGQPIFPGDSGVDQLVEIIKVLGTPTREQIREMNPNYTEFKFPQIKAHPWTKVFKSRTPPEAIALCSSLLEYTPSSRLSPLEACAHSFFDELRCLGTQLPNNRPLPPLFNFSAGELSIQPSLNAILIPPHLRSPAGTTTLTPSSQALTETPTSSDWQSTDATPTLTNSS
aSyn 5UTR inh – MLPCN primary screen, SNCA 5' untranslated region. alpha-synuclein 5'UTR reporter, inhibitor activity. inhibition, % (tested at 7.5 µM). 300,000 tested, 0.82% active. AID 1813; in the data active means inhibition above about 60%;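 further: H4 neuroglioblastoma cells stably carrying SNCA 5'UTR luciferase fusion; 0% = DMSO wells and 100% = positive control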
Numbers without * were called inactive; . = no result given.

SMILES | GSK3B inh | DYRK1A inh | HSF-1 act | Platelet DG rel | HSP90 refold inh | HSF1 inh | IEC-6 cytotox | KLF5 inh | GSK3A inh | aSyn 5UTR inh
CC1C(C(=O)Nc2ccccc2)CCCC1(C)C(=O)O (stereo not drawn) | 3 | 2 | 11 | 2 | 2 | -4 | 6 | -16 | -4 | -3
COC(=O)c1ccc(CSc2nc3c(cnn3-c3ccc(Cl)cc3)c(=O)[nH]2)o1 | . | -4 | . | . | 0 | . | -7 | -41 | . | .
CCOC(=O)C(C)Sc1nnc2n1C(C)(C)Cc1ccccc1-2 (stereo not drawn) | -1 | -10 | 2 | -1 | 3 | 3 | -4 | 15 | -5 | 17
Cc1[nH]c(=O)c(S(=O)(=O)c2ccccc2)c(C)c1Cl | 2 | 3 | 31 | -3 | 4 | 1 | 0 | -7 | -6 | -6
CC(C)(C)OC(=O)C(C)(C)Sc1nnc(N)s1 | 0 | . | -4 | -2 | -2 | -5 | -3 | -17 | -2 | -2
C=CCn1c(SCC#N)nc2ccccc2c1=O | -1 | 11 | 53* | -3 | -4 | 10 | -5 | 3 | -1 | 24
CCCCC(C(=O)OCC)C(N)Cc1ccc(F)cc1 (stereo not drawn) | 1 | 2 | 9 | 24 | 3 | -2 | -2 | -26 | -2 | 7
Cc1ccc(NC(=O)CN(C)C(=O)c2cccc(Br)c2)cc1 | 2 | -1 | 11 | -2 | -4 | 2 | 2 | -5 | -1 | -13
Cc1cn2c(-c3ccc(Cl)cc3)nnc2s1 | 1 | 15 | -3 | 3 | -1 | -5 | 2 | -17 | 2 | -6
CCn1cc(C(=O)O)c(=O)c2cnc(N3CCN(C(=S)NC(=O)c4ccccc4)CC3)nc21 | 2 | -4 | -5 | 2 | -1 | -9 | -2 | -7 | 1 | 9
Cc1cc(C(=O)Nc2ccc(Br)cc2)c2ccccc2n1 | 0 | 0 | -30 | 12 | -3 | -12 | 0 | -26 | 0 | 11
CCOc1c(C(N)=O)cc([N+](=O)[O-])cc1[N+](=O)[O-] | 1 | 0 | 6 | 1 | -3 | -2 | -4 | -14 | -3 | 19
O=c1[nH]c2sc3c(c2c2nncn12)CCCC3 | -1 | 17 | 6 | 1 | 1 | -5 | 2 | -20 | 6 | -7
CCOC(=O)c1cc(C#N)c(Oc2ccccc2)nc1-c1ccccc1 | -1 | 4 | 18 | 8 | 3 | -1 | 10 | 17 | -1 | 14
COc1ccc(OC)c(NC(=S)N2CCCC2)c1 | 0 | 9 | . | . | 3 | . | 3 | -48 | . | .
COc1ccc(C2(C)NC(=O)N(CC(=O)c3ccc4c(c3)OCO4)C2=O)cc1 (stereo not drawn) | 2 | 3 | 28 | -10 | -3 | 6 | -2 | -25 | -5 | 1
CCN1CCCC1CNC(=O)c1csc2c1CCCC2 (stereo not drawn) | 1 | -3 | -2 | -4 | 1 | -2 | 8 | -39 | 0 | 1
O=C1C(Cl)=C(NC2CCCCC2)C(=O)N1Cc1ccccc1 | -1 | 10 | 2 | 2 | 0 | 2 | -3 | -11 | 2 | -57
CC1=C(C(=O)Nc2ccc(C)cc2)C(c2ccco2)NC(=O)N1 (stereo not drawn) | 1 | 5 | 3 | -16 | 1 | -5 | 2 | 0 | 1 | -8
CCC1CCCCN1CCCNC(=O)Cn1nc(C)n2nc(-c3ccccc3)cc2c1=O (stereo not drawn) | -1 | -3 | -5 | 0 | 1 | 0 | 4 | -16 | -2 | -3
Brc1ccccc1/C=N/N1CCCCC1 | 0 | -3 | 13 | -4 | -1 | -8 | -4 | -12 | 6 | -21
Clc1ccc2nc(CSc3ncn[nH]3)cn2c1 | 3 | 0 | -5 | -3 | 2 | 4 | -3 | -14 | 0 | -31
O=C(O)c1cccn1Cc1ccccc1F | -4 | 0 | -4 | 7 | 2 | -1 | 0 | -38 | -4 | 17
COC(=O)C1=C(Nc2ccc(C)cc2)C=C(C)C(C(=O)OC)C1c1ccc(F)cc1 (stereo not drawn) | 2 | -3 | -1 | 1 | 1 | 3 | -2 | -33 | -1 | 19
CC1(C)Cc2c(c(N3CCOCC3)nc3snc(NC(=O)c4ccccc4)c23)CO1 | 3 | 1 | -14 | 15 | 1 | -7 | 2 | -9 | 0 | 10
CCc1ccccc1SCc1noc(C(=O)NCC2CCCO2)c1C(=O)O (stereo not drawn) | -20 | 12 | -9 | -4 | -2 | -6 | -1 | -20 | -6 | -44
Cc1ccc(-n2ccc(=O)c(C(=O)Nc3ccc(S(=O)(=O)Nc4nccc(C)n4)cc3)n2)cc1 | 1 | 1 | 1 | 4 | 0 | -2 | -3 | -11 | 1 | 28
CCCOc1ccc(-c2c(C(=O)N/N=C/c3cccs3)nnn2-c2nonc2N)cc1 | -1 | -1 | 9 | -4 | 1 | -2 | 3 | -17 | -1 | -7
COc1ccc(C/C(C)=N\NC(=O)c2cn(C)c3ccccc23)cc1OC | 0 | 2 | 11 | 4 | 9 | -5 | 31* | 41 | -3 | 14
CC(=O)Nc1ccc2c(c1)OCCO2 | 1 | 4 | 6 | -4 | -1 | -1 | -8 | -17 | 0 | 8
CCCCn1c(N)c(-c2nc3ccccc3o2)c2c([N+](=O)[O-])nn(CC)c(=O)c21 | 5 | 1 | 8 | -3 | -1 | 8 | 0 | -28 | 8 | 33
CC(C)(C)c1[nH]nc2c1C(Cc1ccccc1)C(C#N)=C(N)O2 (stereo not drawn) | -1 | 10 | -33 | -7 | -1 | -20 | 5 | -11 | 5 | 7
O=S(=O)(c1ccc(Br)cc1)n1ccc2ccccc21 | 3 | -3 | 2 | 7 | -3 | -9 | 3 | -7 | -1 | 31
O=c1cc(CSc2nnc(COc3ccccc3)o2)c2ccccc2[nH]1 | 1 | 8 | 27 | -9 | -1 | 1 | 1 | -28 | -1 | -7
O=C(COC(=O)c1ccccc1)Nc1ccccc1Br | 2 | 2 | -27 | -6 | -1 | -5 | -10 | -41 | -2 | -9
CCCNC(=O)N1CCC(C(=O)c2cccc(F)c2)CC1 | 2 | 0 | -10 | 7 | -1 | 4 | -10 | -7 | -1 | 10
CC(C)C(NC(=O)OCc1ccccc1)C(=O)OCC(=O)N1C(C)CCCC1C (stereo not drawn) | -1 | -5 | 1 | 10 | 1 | -2 | 4 | 9 | 2 | -6
O=C1[C@@H]2Cc3c([nH]c4ccccc34)C(c3ccccc3)N2C(=O)CN1C1CC1 (stereo partly drawn) | 0 | -3 | 23 | -7 | 3 | 3 | -11 | 0 | -2 | 18
O=C(Oc1cccc2cccnc12)c1cccs1 | -7 | 3 | 43 | -37 | 1 | 24 | 1 | -13 | 0 | -21
Cc1nn(-c2ccccc2)c(C)c1/C=N/NC(=O)c1ccccc1NS(=O)(=O)c1cccs1 | -1 | -1 | -3 | 6 | -1 | 3 | 1 | -11 | -2 | 5
Clc1ccc(-c2cnc3ccccc3n2)cc1 | -1 | -1 | 34 | -7 | -8 | 19 | 5 | -37 | -2 | -208
COC(=O)c1cc2sccc2n1CC(=O)N(C)c1ccccc1 | 0 | -54 | 8 | 4 | 5 | 0 | 0 | 9 | -2 | -1
CCOC(=O)CSc1nc2ccc(Nc3nc(N4CCOCC4)nc(N4CCOCC4)n3)cc2s1 | 0 | 2 | -13 | 7 | -3 | 0 | 3 | -11 | -1 | 5
Cc1ccccc1NC(=O)Cc1nc(COC(=O)COc2cccc(C)c2C)cs1 | 2 | 4 | 3 | 3 | . | 0 | . | . | -2 | 1
COc1ccc(N2CCN(CC(=O)NCc3ccccc3)CC2)cc1 | 3 | -3 | -1 | 1 | -1 | -1 | -6 | -32 | -1 | 10
Cc1noc(C)c1S(=O)(=O)Nc1ccc(C(=O)NCc2ccccc2)cc1 | 3 | -4 | 4 | 3 | 2 | 9 | -10 | -26 | 0 | 9
Cn1c(Cn2c(=O)sc3ccccc32)nnc1SCC(=O)N1CCc2ccccc21 | . | -7 | . | . | 0 | . | 0 | -14 | . | .
C[C@@]12CCC=C[C@H]1[C@H](c1ccc(C(F)(F)F)cc1)N(Cc1ccccc1)C2=O | 0 | . | 16 | -2 | . | 13 | . | . | 0 | 28
O=C(NCCOc1ccc2ccccc2c1)c1cncc(Br)c1 | 2 | -5 | 1 | 5 | -4 | 10 | 6 | -7 | 0 | 6
CC(C)(C)CN1C(=O)C(=O)NC[C@H]1Cc1ccc(O)cc1 | -2 | 8 | 9 | 1 | . | -3 | . | . | -1 | 40
Following part.
SMILES | GSK3B inh | DYRK1A inh | HSF-1 act | Platelet DG rel | HSP90 refold inh | HSF1 inh | IEC-6 cytotox | KLF5 inh | GSK3A inh | aSyn 5UTR inh
S=C(Nc1ccccc1)Nc1ccccc1Br | 1 | 4 | -21 | 0 | 1 | 6 | 0 | -8 | -2 | -20
Cc1ccn(CCC(=O)N2c3ccccc3CC2C)n1 (stereo not drawn) | 3 | -7 | 14 | 2 | -1 | 1 | 2 | 2 | -1 | 34
CC[C@H](C)Cc1cn([C@@H](CCCCN)C(=O)NCCCCCCCCCCC(=O)N2CCNCC2)nn1 | -3 | 0 | -4 | -7 | . | -4 | . | . | 8 | -12
O=C(CNC(=O)c1ccccc1)c1ccccc1 | 0 | -8 | 5 | 5 | . | 12 | . | . | -4 | -36
COc1ccc(CCNC(=O)c2cn3ccc(C)cc3n2)cc1OC | 1 | -7 | 20 | -5 | -2 | 5 | 1 | -22 | -2 | 15
Cn1ncc(Cl)c1C(=O)N1CCN(c2ncccn2)CC1 | 0 | 3 | 0 | 3 | 0 | -9 | -5 | 8 | -2 | -4
COc1cccc2sc(NC(=O)c3ccc(S(=O)(=O)N4CCOCC4)cc3)nc12 | -1 | 11 | 7 | 2 | -1 | 3 | 4 | -42 | -1 | -3
CCN(CC)C(=O)Cn1c(C)c(/C=C/c2cc[n+](C)cc2)c2ccccc21 | 2 | 17 | 10 | 1 | -5 | 0 | 3 | -28 | -1 | -8
COc1ccc(N(C(=O)C(C)C)S(=O)(=O)c2ccc3ccccc3c2)cc1 | 1 | -1 | 4 | 3 | 0 | -1 | -1 | -10 | 1 | -10
CCOc1cc(C(C(=O)NCC2CCCO2)N(C(=O)Cn2nnc3ccccc32)c2ccc(OC)c(OC)c2)ccc1O (stereo not drawn) | -1 | -5 | 3 | 5 | 2 | -4 | -2 | -20 | -3 | -13
CCc1cccc(NC(=O)C2CCN(S(=O)(=O)c3ccc4[nH]c(=O)ccc4c3)CC2)c1 | -2 | -2 | 4 | -5 | -3 | 0 | -5 | -18 | 0 | -1
COCCNCCCCOc1ccccc1-c1ccccc1 | 2 | 1 | -4 | 8 | 2 | -9 | -6 | 11 | 0 | -27

Laid out differently: entries from further up
COc1ccc(CCNC(=O)c2cn3ccc(C)cc3n2)cc1OC
  GSK3B inh: 1; DYRK1A inh: -7; HSF-1 act: 20; Platelet DG rel: -5; HSP90 refold inh: -2; HSF1 inh: 5; IEC-6 cytotox: 1; KLF5 inh: -22; GSK3A inh: -2; aSyn 5UTR inh: 15

Cn1ncc(Cl)c1C(=O)N1CCN(c2ncccn2)CC1
  GSK3B inh: 0; DYRK1A inh: 3; HSF-1 act: 0; Platelet DG rel: 3; HSP90 refold inh: 0; HSF1 inh: -9; IEC-6 cytotox: -5; KLF5 inh: 8; GSK3A inh: -2; aSyn 5UTR inh: -4

COc1cccc2sc(NC(=O)c3ccc(S(=O)(=O)N4CCOCC4)cc3)nc12
  GSK3B inh: -1; DYRK1A inh: 11; HSF-1 act: 7; Platelet DG rel: 2; HSP90 refold inh: -1; HSF1 inh: 3; IEC-6 cytotox: 4; KLF5 inh: -42; GSK3A inh: -1; aSyn 5UTR inh: -3

These rows are one share of the data (hit frequency here may not be typical).
